Rac1 wt modul = alters GTP binding to wildtype human Rac1 | actives 0.27% (n = 190,000) | AID 757 | GTP binding activity (% of control), % at 10 µM | P63000 | GST-Rac1 beads, fluorescent GTP binding, flow cytometry; actives lie on both sides; 0 = cold GTP competed, 100 = untreated;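 active = GTP binding activity at least 20 points away from the 100% control level, either lower or higher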
Avidin fluor = compound fluoresces at 488/530 nm on avidin beads. compound fluorescence 488/530 nm, flow cytometry; stronger effect = higher value. fluorescence (KMESF) at 10 µM. actives 0.38% (n = 220,000). AID 1775; in the data active = fluorescence above about 47; note: inactives centre near 10
Mcl1-Bid inh = Mcl-1/Bid interaction inhibition; TR-FRET Mcl-1/Bid-Dy647 peptide binding, 1536-well; inhibition, % at 21.7 µM; actives 0.97% (n = 220,000);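 active = compounds that cut the binding signal by more than half at the single screening dose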;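 note: His-tagged Mcl-1 with europium anti-His antibody binding Bid BH3 peptide; 0% = Mcl-1 plus peptide wells and 100% = peptide-only wells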
Target sequence (Q07820 whole entry, looked up): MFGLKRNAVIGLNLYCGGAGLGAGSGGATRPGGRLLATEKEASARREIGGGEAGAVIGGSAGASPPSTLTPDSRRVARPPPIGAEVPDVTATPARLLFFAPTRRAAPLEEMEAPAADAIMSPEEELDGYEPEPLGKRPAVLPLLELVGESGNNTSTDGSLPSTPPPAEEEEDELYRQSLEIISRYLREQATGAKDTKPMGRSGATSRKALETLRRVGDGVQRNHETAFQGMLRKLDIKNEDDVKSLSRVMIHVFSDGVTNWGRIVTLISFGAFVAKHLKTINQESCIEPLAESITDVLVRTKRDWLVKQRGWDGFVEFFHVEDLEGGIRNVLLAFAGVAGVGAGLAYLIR
GSH bead fluor = GSH bead compound fluorescence profile. fluorescence (KMESF) at 10 µM. GSH beads flow cytometry, compound fluorescence 488/530 nm; stronger effect = higher value. actives 0.25% (n = 190,000); in the data active = fluorescence above about 89;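 note: glutathione beads carrying GST-tagged Bcl family fusion proteins plus one bare bead set; values are compound well signal with DMSO vehicle wells as background; inactives centre near 16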
Rab2 wt GTP = changes GTP binding to wildtype dog Rab2A, up or down. GTP binding activity, % at 10 µM. P61105. GST-Rab2 wt beads, Bodipy-GTP binding, flow cytometry. actives 0.19% (n = 190,000). AID 760;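 active = GTP binding activity at least 20 points away from 100%, either lowered or raised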;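 note: 0% = beads with excess unlabeled GTP and 100% = no-compound control corrected for plate trend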
HRas wt GTP = modulators of GTP binding to human HRas wildtype | P01112 | GST-Ras wt beads, Bodipy-FL-GTP binding, flow cytometry; actives lie on both sides | GTP binding activity, % at 10 µM | actives 0.14% (n = 190,000) | AID 759;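 active = GTP binding activity at least 20% away from the 100% baseline, either lowered as inhibitor or raised as activator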;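 note: 0% = unlabeled GTP competition control and 100% = no-compound control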
Target sequence (P01112 whole entry, looked up): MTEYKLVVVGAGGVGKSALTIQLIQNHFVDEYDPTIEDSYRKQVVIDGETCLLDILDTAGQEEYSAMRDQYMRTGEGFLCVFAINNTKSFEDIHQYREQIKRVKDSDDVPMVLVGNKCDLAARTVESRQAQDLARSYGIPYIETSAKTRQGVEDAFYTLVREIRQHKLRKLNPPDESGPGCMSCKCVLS
Rab7 wt GTP bind = dog Rab7 wildtype GTP binding, inhibitors and activators | GTP binding activity (percent of control), % at 10 µM | GST-Rab7 beads, fluorescent GTP binding, flow cytometry; actives lie on both sides; untreated = 100%, excess cold GTP = 0% | actives 0.055% (n = 190,000);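 active = fluorescent GTP binding to Rab7 beads changed by at least 20 points from the 100% baseline, either direction, mostly lower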;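 note: median green fluorescence of bound Bodipy-FL-GTP per Rab7 bead population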
Pf gamet viab = P. falciparum stage V gametocyte viability inhibition; P. falciparum stage V gametocytes, ATP luminescence, 24 h; inhibition, % at 10.9 µM; actives 0.065% (n = 150,000);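 active = inhibition above the mean plus 3 SD of compounds within the control limits, set per campaign, cut at about 38% in these data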;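 note: 0% = DMSO wells and 100% = medium only without gametocytes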
Mcl1 Noxa PPI = disrupts binding of human Mcl-1 to Noxa peptide. TR-FRET Mcl-1/Noxa peptide binding, 2 h. inhibition, % at 21.7 µM. actives 1.5% (n = 220,000). AID 1022;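 active = compounds that cut the protein-peptide binding signal by more than 50% relative to plate controls in a single-dose test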;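 note: His-tagged Mcl-1 with rhodamine Noxa BH3 peptide and terbium anti-His antibody; 0% = Mcl-1 plus Noxa peptide wells and 100% = peptide-only wells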
Cdc42 wt GTP = human Cdc42 wildtype GTP binding change, either direction. percent activity (GTP binding), % at 10 µM. GST-Cdc42 beads, Bodipy-GTP binding, flow cytometry; actives lie on both sides. actives 0.2% (n = 190,000). P60953. AID 761;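 active = percent activity GTP binding at least 20 points away from the 100% baseline, either down as inhibitor or up as activator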;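 note: median bead fluorescence of bound Bodipy-FL-GTP at 100 nM; 0% = excess unlabeled GTP control and 100% = no compound control; below 100% means less GTP binding so inhibitor and above means activator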
Target sequence (P60953 whole entry, looked up): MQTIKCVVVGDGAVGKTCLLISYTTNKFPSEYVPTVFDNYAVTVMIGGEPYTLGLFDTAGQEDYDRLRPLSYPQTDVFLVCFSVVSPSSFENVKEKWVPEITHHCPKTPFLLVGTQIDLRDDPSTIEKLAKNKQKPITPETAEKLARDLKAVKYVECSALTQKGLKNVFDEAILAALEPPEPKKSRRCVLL
Rac1 mut GTP = human Rac1 activated mutant GTP binding change | GST-Rac1 activated beads, fluorescent GTP binding, flow cytometry; actives lie on both sides; 100% means binding = to untreated wells | P63000 | percent activity (GTP binding), % at 10 µM | actives 0.11% (n = 190,000) | AID 764;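 active = GTP binding at least 20 percentage points away from the 100% baseline, in either direction, so actives lie on both sides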
Numbers without * were called inactive; . = not tested or not shown.

SMILES	Rac1 wt modul	Avidin fluor	Mcl1-Bid inh	GSH bead fluor	Rab2 wt GTP	HRas wt GTP	Rab7 wt GTP bind	Pf gamet viab	Mcl1 Noxa PPI	Cdc42 wt GTP	Rac1 mut GTP
COc1ccc(-n2ncc3c(N4CCc5ccccc54)ncnc32)cc1	105	12	7	24	102	101	99	20	-2	108	103
Cc1ccccc1OCC1Cn2c(nc3c2c(=O)[nH]c(=O)n3C)O1 (stereo not given)	95	17	0	17	95	97	90	-17	-3	97	95
COc1ccc(NC(=O)CC2C(=O)N(CCc3ccccc3)C(=S)N2Cc2cccnc2)cc1 (stereo not given)	103	22	25	10	99	102	100	.	9	102	101
CC(=O)N(c1ccccc1)c1nc(/C=C/C(=O)Nc2c(C)cc(C)cc2C)cs1	103	15	-12	10	100	101	99	.	2	100	100
Cc1nnc(N(Cc2ccco2)C(=O)c2ccno2)s1	101	17	-44	14	104	105	109	-28	-6	104	96
Cc1cccc(N=C(NO)c2nonc2N)c1	104	5	0	26	98	98	96	-14	4	101	100
COc1ccc(CC(=O)NCc2nc(-c3ccccc3)no2)cc1	95	8	-23	14	94	94	93	.	9	93	91
Cc1c(NC(=O)c2cccnc2C(=O)O)cccc1C(=O)O	103	16	10	17	100	101	104	.	17	102	101
CCN(CC)S(=O)(=O)c1ccc(C(=O)OCC(=O)c2ccc3c(c2)NC(=O)CO3)cc1	101	35	-43	14	101	101	100	10	5	102	99
Clc1ccc(-c2nnc3ccccn23)cc1	97	16	-12	15	94	95	98	4	5	98	98
O=C(COc1ccc(Cl)cc1[N+](=O)[O-])N/N=C/c1cccs1	97	10	-4	18	92	94	98	-11	9	94	93
Cc1ccc(-n2c(=O)c3ccc(C(=O)NCc4ccco4)cc3n(Cc3ccccc3C#N)c2=O)cc1	101	9	-4	17	103	103	101	-7	0	99	103
Cn1c(=O)c2c(nc(NCc3cccnc3)n2Cc2ccccc2Cl)n(C)c1=O	99	9	-41	17	95	97	106	0	7	97	96
COc1ccc(NC(=S)N2CCCCCC2)cc1OC	103	10	-47	29	97	98	97	-28	15	101	98
Cc1ccc(C)c(S(=O)(=O)N2C(=S)NC(=O)C2CC(C)C)c1 (stereo not given)	109	4	1	30	107	105	105	-4	25	106	102
NC(=O)[C@@H]1CCCN1Cc1nc(-c2ccc(C(F)(F)F)cc2)no1	101	12	-6	11	97	100	102	0	-4	98	97
CCOC(=O)C1=C(C)N[C@@]2(O)c3ccccc3C(=O)[C@@]12O	101	1	-16	41	99	98	101	.	9	97	98
Cc1ccc(OCC(O)Cn2c(N3CCOCC3)nc3c2c(=O)[nH]c(=O)n3C)cc1 (stereo not given)	95	4	-19	4	97	95	96	3	-35	96	97
NC(=O)C1CCC(NC(=O)OCc2ccccc2)CC1 (stereo not given)	111	5	-14	40	104	106	101	-6	7	111	102
Cc1sc2ncnc(Sc3nnnn3-c3ccc(Cl)cc3)c2c1C	104	10	-9	29	101	104	100	.	-1	103	100
C/C(=N\NC(=O)c1ccccc1C)c1ccc(N2CCOCC2)cc1	98	11	8	17	101	99	99	11	-26	100	97
CCC(c1nnnn1C1CCCC1)N1CCN(C(=O)c2ccco2)CC1 (stereo not given)	106	37	16	20	101	102	99	11	35	104	102
CCc1ccc(/C=N/Nc2nn[nH]n2)cc1	101	8	-25	13	98	99	97	-3	19	98	98
N#C/C(=C\c1ccccc1C(F)(F)F)C(=O)Nc1ccccc1	99	11	-2	12	94	94	95	-12	-7	99	98
Cc1ccc2c([N+](=O)[O-])cccc2n1	107	9	-22	8	95	98	95	-6	8	100	96
O=C(c1c(Cl)nc2sccn12)N(C(=O)c1c(Cl)nc2sccn12)c1ccc(Cl)cn1	91	5	7	38	86	89	91	.	1	93	90
Cc1c(N=C/C=C2/N(C)c3ccccc3C2(C)C)c(=O)n(-c2ccccc2)n1C	104	18	-21	22	102	103	98	-12	-2	104	100
O=C(OCC(=O)N1CCOCC1)C(c1ccccc1)c1ccccc1	101	8	3	58	100	99	101	.	-15	101	99
O=C(COC(=O)c1ccc2c(c1[N+](=O)[O-])C(=O)c1ccccc1C2=O)NC1CC1	70*	9	-2	11	73*	76*	91	.	17	73*	83
CCCn1nc(C(=O)NCC(C)(C)N2CCOCC2)c2ccccc2c1=O	100	11	-18	12	99	99	100	-6	1	99	98
CCCCNC(=O)CC1C(=O)N(Cc2ccccc2)C(C)c2nc3ccccc3n21 (stereo not given)	105	12	-24	13	99	99	104	-10	6	99	99
CCOC(=O)CSc1nnc(Cc2ccccc2)n1-c1ccc(C)cc1	105	20	-2	15	99	101	99	-11	-5	100	101
COc1ccc(NC(=O)Cn2cnc3sc(C)c(S(=O)(=O)N4CCOCC4)c3c2=O)c(OC)c1	91	7	6	14	95	91	100	1	12	89	92
Cn1nc(-c2ccc(N3CCCCC3)c(NC(=O)c3ccco3)c2)c2ccccc2c1=O	103	12	-21	22	103	105	101	.	4	103	100
O=C(C1CCCCN1S(=O)(=O)c1ccccc1[N+](=O)[O-])N1CCCC1 (stereo not given)	97	10	-12	18	95	96	91	.	-2	97	96
Cc1cccc(NC(=O)CCc2ccc(C)o2)c1	100	12	-24	32	101	97	99	6	16	101	97
CCCCc1nc(SCC(=O)Nc2nnc(CCCC)s2)n[nH]1	97	10	-5	11	97	97	102	29	18	94	92
CC(=O)Nc1ccc(NC(=O)C2(C)CC2(Cl)Cl)cc1 (stereo not given)	97	9	-7	19	100	99	106	-3	5	95	96
Cc1nn(-c2ccccn2)c2c1C(c1c(F)cccc1Cl)C1=C(N2)c2ccccc2C1=O (stereo not given)	114	5	-32	7	99	103	99	.	9	97	100
O=C(Nc1cccc(F)c1)C1CCN(C(=O)c2ccccc2Cl)CC1	102	4	3	5	99	99	98	5	-7	102	99

Part of the list above, with each value named:
Cn1nc(-c2ccc(N3CCCCC3)c(NC(=O)c3ccco3)c2)c2ccccc2c1=O
  Rac1 wt modul = 103
  Avidin fluor = 12
  Mcl1-Bid inh = -21
  GSH bead fluor = 22
  Rab2 wt GTP = 103
  HRas wt GTP = 105
  Rab7 wt GTP bind = 101
  Pf gamet viab = .
  Mcl1 Noxa PPI = 4
  Cdc42 wt GTP = 103
  Rac1 mut GTP = 100

O=C(C1CCCCN1S(=O)(=O)c1ccccc1[N+](=O)[O-])N1CCCC1 (stereo not given)
  Rac1 wt modul = 97
  Avidin fluor = 10
  Mcl1-Bid inh = -12
  GSH bead fluor = 18
  Rab2 wt GTP = 95
  HRas wt GTP = 96
  Rab7 wt GTP bind = 91
  Pf gamet viab = .
  Mcl1 Noxa PPI = -2
  Cdc42 wt GTP = 97
  Rac1 mut GTP = 96

Cc1cccc(NC(=O)CCc2ccc(C)o2)c1
  Rac1 wt modul = 100
  Avidin fluor = 12
  Mcl1-Bid inh = -24
  GSH bead fluor = 32
  Rab2 wt GTP = 101
  HRas wt GTP = 97
  Rab7 wt GTP bind = 99
  Pf gamet viab = 6
  Mcl1 Noxa PPI = 16
  Cdc42 wt GTP = 101
  Rac1 mut GTP = 97

CCCCc1nc(SCC(=O)Nc2nnc(CCCC)s2)n[nH]1
  Rac1 wt modul = 97
  Avidin fluor = 10
  Mcl1-Bid inh = -5
  GSH bead fluor = 11
  Rab2 wt GTP = 97
  HRas wt GTP = 97
  Rab7 wt GTP bind = 102
  Pf gamet viab = 29
  Mcl1 Noxa PPI = 18
  Cdc42 wt GTP = 94
  Rac1 mut GTP = 92

(cont.)
SMILES	Rac1 wt modul	Avidin fluor	Mcl1-Bid inh	GSH bead fluor	Rab2 wt GTP	HRas wt GTP	Rab7 wt GTP bind	Pf gamet viab	Mcl1 Noxa PPI	Cdc42 wt GTP	Rac1 mut GTP
CCC(=O)/C=C1/Sc2ccc(OC)cc2N1CCO	99	9	-9	10	99	99	98	-6	-6	99	99
COc1ccc(N=C2SC(CC(=O)Nc3ccc(OC)cc3OC)C(=O)N2C)cc1 (stereo not given)	103	17	-17	23	100	100	100	-42	-1	102	100
CCN1CCN(C(c2ccccc2)c2nnnn2Cc2ccc(OC)cc2)CC1 (stereo not given)	98	6	-8	20	98	99	96	12	0	99	97
C=CCc1cccc2cc(C(=O)NCc3ccc(C(=O)OCC)o3)c(=O)oc12	86	7	19	29	90	93	91	-7	8	91	89
CCN1CCN(C(=S)c2ccc(O)cc2)CC1	101	5	-14	13	102	98	99	2	12	104	97
Nc1ccc(Oc2ccc(Cl)cc2)cc1	108	11	-71	6	100	102	99	.	-14	102	100
NC(=O)/C=C\c1cn(-c2ccccc2)nc1-c1ccc2c(c1)OCCO2	101	12	-3	15	101	102	97	.	5	103	101
CSCCC(NS(=O)(=O)c1ccc2c(c1)oc(=O)n2C)C(=O)NC1CCC(C)CC1 (stereo not given)	99	25	-20	14	96	97	101	.	4	99	95
CC(C)[C@H](NC(=O)c1cccc(S(=O)(=O)N2CCCC2)c1)c1nc2ccccc2[nH]1	94	12	6	35	95	99	97	.	10	98	91
COC(=O)c1cc(OC)c(OC)cc1NC(=O)CN1CCOCC1	102	8	-8	20	102	103	105	-14	11	103	100
CCN(CC)S(=O)(=O)c1ccc2c(c1)nc(SCC(=O)N1CCCCCC1)n2-c1ccc(OC)cc1	97	7	6	34	98	100	98	.	-5	96	95
COc1ccccc1/C=C1\CCCC2=C1Nc1nnnn1C2c1ccccc1OC (stereo not given)	103	9	-12	12	100	99	100	-26	20	100	98
Cc1cc(NC(=O)c2cccc(S(=O)(=O)N(C)C)c2)n(-c2ccccn2)n1	97	2	-28	39	91	87	89	23	-11	97	93
C=CCn1c(Cc2ccccc2)nnc1SCc1nc2ccccc2c(=O)[nH]1	97	10	-22	13	95	95	106	-6	22	97	93
COC(=O)Nc1ccccc1C(=O)N1CCN(c2ccc(C)cc2)CC1	105	17	-32	17	100	101	103	0	7	105	99
Cc1ccc(SCC(=O)NCC(C)C)cc1	106	15	-10	17	100	101	100	.	8	100	100
CC(=O)N1CCCc2cc(S(=O)(=O)CCC(=O)N3CCN(c4cccc(C)c4)C(C)C3)ccc21 (stereo not given)	100	4	-36	17	97	96	97	.	-14	99	97
CCOC(=O)c1cc(-c2ccc(Cl)cc2)nc2c1c(=O)[nH]c(=O)n2CCOC	100	11	6	74	96	95	99	4	22	96	95
Nc1nc2ccccc2n1/N=C/c1ccc(Br)cc1	93	0	-20	31	96	96	97	.	9	95	95

Copied from the list.
COc1ccc(NC(=O)CC2C(=O)N(CCc3ccccc3)C(=S)N2Cc2cccnc2)cc1 (stereo not given) in HRas wt GTP → 102
Cc1ccc(C)c(S(=O)(=O)N2C(=S)NC(=O)C2CC(C)C)c1 (stereo not given) in GSH bead fluor → 30
COc1ccc(N=C2SC(CC(=O)Nc3ccc(OC)cc3OC)C(=O)N2C)cc1 (stereo not given) in Rac1 mut GTP → 100
Nc1ccc(Oc2ccc(Cl)cc2)cc1 in Mcl1-Bid inh → -71

Assay outcomes: PubChem BioAssay, several laboratories

An unsorted share of the library; overall some 3% were active at least once.
